MCL1 BIM primary: inhibitors of MCL1 binding to BIM-BH3, primary screen, biochemical, fluorescence polarization; AID 2057, 2009; 0.68% of 320,000 active; GST-MCL1 / FITC-Bim-BH3 fluorescence polarization; inhibition, % at 10.9 µM; Induced myeloid leukemia cell differentiation protein Mcl-1 (Homo sapiens), Q07820;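 active = inhibition above the mean inhibition of all tested compounds plus 3 SD, set per campaign, cut at about 40% in these data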;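 note: 0% = DMSO wells and 100% = unlabeled Bim-BH3 peptide control; higher means more loss of mP so more displacement of Bim peptide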
CIT2 TOR yeast: modulators of CIT2-GFP expression in yeast, primary screen, S. cerevisiae, GFP fusion, multiplex flow cytometry, MLPCN library; S. cerevisiae CIT2-GFP strain, 3 h; 100 means same as DMSO wells; GFP response vs DMSO, % at 10 µM; 0.065% of 320,000 active;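 active = GFP response relative to DMSO above a set limit, near the screen mean plus 3 SD, cut at about 150% in these data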;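 note: ratio of well median GFP fluorescence to mean of DMSO wells on the plate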
MEX-5 binding: MEX-5 zinc finger RNA-binding disruptors – biochemical, C. elegans, fluorescence polarization, MLPCN library, primary screen | 0.38% of 300,000 active | MEX-5/FITC-TCR2 RNA binding; active compounds read low | activity score (negative = inhibition of binding), % at 10 µM | Zinc finger protein mex-5 (Caenorhabditis elegans), Q9XUB2;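 active = inhibition past about -25% in most replicates, and total fluorescence under double the plate's negative control median, limit read from the data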;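 note: 0% = DMSO and -100% = 5 µM competing unlabeled TCR2 RNA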
GRK2 aptamer HTS: compounds blocking aptamer binding on GRK2 – biochemical, human GRK2, bead flow cytometry, HTS, primary screen; 0.59% of 330,000 active; FAM-aptamer displacement from GRK2; inhibition of aptamer binding, % at 10 µM; AID 488847, 2010; Beta-adrenergic receptor kinase 1 (Homo sapiens), P25098;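 active = inhibition of aptamer binding above 40%, roughly 3 SD of noise, on plates passing a quality check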;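 note: median bead fluorescence of bound FAM aptamer so fluorescent compounds give negative values; no value below 0 was filed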
BCLXL inh: inhibitors of human Bcl-xL, primary screen, biochemical, fluorescence polarization, HTS | Bcl-2-like protein 1 (Homo sapiens), Q07817 | GST-Bcl-xL / FITC-Bim BH3 peptide fluorescence polarization | inhibition, % at 10.9 µM | 0.7% of 320,000 active | AID 2129, 2009;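 active = inhibition above the mean of all tested compounds plus 3 SD, cutoff set per campaign, cut at about 30% in these data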;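 note: 0% = DMSO wells and 100% = unlabeled Bim-BH3 peptide competitor; inhibitors lower millipolarization by displacing the labeled peptide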
AGP1 TOR yeast: modulators of AGP1-GFP expression in yeast TOR pathway, primary screen, cell-based, multiplex flow cytometry, S. cerevisiae, MLPCN library | 3 h; GFP as percent of DMSO wells | GFP response vs DMSO, % at 10 µM | 0.02% of 320,000 active;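 active = GFP response relative to DMSO above a set limit, near screen average plus 3 SD, cut at about 150% in these data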;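 note: median GFP channel fluorescence of the gated AGP1 strain per well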
VLA-4 inh: inhibition in human VLA-4 binding assay, primary screen, VLA-4 allosteric modulator project, MLPCN library, flow cytometry, VLA-4 expressing cells | Integrin alpha-4 (Homo sapiens), P13612 | inhibition, % (about 7 µM as worked out from the volumes in the protocol) | ligand binding flow cytometry | 0.2% of 330,000 active; in the data active = inhibition above about 50%
Target sequence (P13612 whole entry, looked up): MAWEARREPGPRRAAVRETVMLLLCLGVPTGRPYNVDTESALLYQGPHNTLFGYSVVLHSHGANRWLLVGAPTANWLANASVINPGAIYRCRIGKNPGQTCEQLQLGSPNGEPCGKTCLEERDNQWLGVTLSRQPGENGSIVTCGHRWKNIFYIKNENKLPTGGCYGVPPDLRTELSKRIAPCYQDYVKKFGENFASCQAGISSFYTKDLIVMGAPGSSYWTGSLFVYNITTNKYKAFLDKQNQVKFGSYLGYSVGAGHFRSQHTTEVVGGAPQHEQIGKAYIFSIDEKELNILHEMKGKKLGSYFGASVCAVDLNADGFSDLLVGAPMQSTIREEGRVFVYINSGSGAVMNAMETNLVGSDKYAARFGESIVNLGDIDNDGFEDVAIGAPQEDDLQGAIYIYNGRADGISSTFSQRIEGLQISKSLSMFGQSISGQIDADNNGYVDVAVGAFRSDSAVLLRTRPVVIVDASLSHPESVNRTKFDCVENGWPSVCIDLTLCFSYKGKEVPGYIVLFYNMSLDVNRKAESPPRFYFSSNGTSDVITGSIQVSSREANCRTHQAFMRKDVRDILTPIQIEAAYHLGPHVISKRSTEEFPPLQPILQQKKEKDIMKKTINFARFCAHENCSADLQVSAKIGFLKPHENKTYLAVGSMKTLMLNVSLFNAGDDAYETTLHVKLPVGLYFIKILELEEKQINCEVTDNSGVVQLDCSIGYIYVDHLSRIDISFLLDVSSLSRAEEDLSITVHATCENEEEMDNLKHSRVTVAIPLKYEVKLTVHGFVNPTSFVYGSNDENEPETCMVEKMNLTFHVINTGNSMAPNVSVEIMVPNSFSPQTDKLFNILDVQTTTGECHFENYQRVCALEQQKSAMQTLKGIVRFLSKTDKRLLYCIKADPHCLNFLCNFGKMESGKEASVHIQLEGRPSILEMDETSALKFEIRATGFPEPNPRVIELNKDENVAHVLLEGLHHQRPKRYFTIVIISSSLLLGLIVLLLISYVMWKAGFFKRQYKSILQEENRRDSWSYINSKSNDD
GLD-1 RNA inh: GLD-1/TGE RNA complex disruptors, primary screen, biochemical, fluorescence polarization; purified GLD-1 + fluorescein TGE RNA; 0.44% of 320,000 active; inhibition, % at 5.96 µM; Female germline-specific tumor suppressor gld-1 (Caenorhabditis elegans), Q17339;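 active = percent inhibition above a per-plate cutoff, the plate mean of test compounds plus 3 SD, cut at about 30% in these data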;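 note: 0% = DMSO wells with GLD-1 and probe and 100% = wells lacking GLD-1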
Yeast superoxide: reduction of superoxide in aged yeast, primary screen, HTS. AID 2690, 2010. superoxide response (% of plate mean), % at 10 µM. 0.18% of 330,000 active. S. cerevisiae aged cells, superoxide DHE fluorescence; active compounds read low;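 active = superoxide response under a set limit, about three screen SD below normal, cut at about 65% in these data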;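 note: yeast aged for seven days with compound at 30 °C before DHE staining; 100% = average MFI of all compound-treated wells on the plate with controls excluded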
Starred values were filed as active, the others as inactive; . = no result given.

SMILES	MCL1 BIM primary	CIT2 TOR yeast	MEX-5 binding	GRK2 aptamer HTS	BCLXL inh	AGP1 TOR yeast	VLA-4 inh	GLD-1 RNA inh	Yeast superoxide
COc1ccc2c(c1)[N+](C)(C)C(C)(C)C=C2C	-18	110	0.3	0	-14	103	-27	3	99
C=CCn1c(SCC(=O)N2CCOCC2)nc(O)cc1=O	5	99	-0.6	7	-4	97	4	2	85
Nn1c(Cc2ccccc2F)nnc1SCC(=O)N1CC(=O)Nc2ccccc21	-11	103	0.0	4	-3	96	-3	-3	102
COc1ccc(/C=C2\SC(=S)N(CCC(=O)NC3C=CS(=O)(=O)C3)C2=O)cc1 (centres undefined)	4	94	2.3	0	3	88	-3	2	80
CC(=O)Nc1ccc(C(=O)CSc2nnnn2C)cc1	2	100	-1.7	0	2	106	5	0	88
CCCn1c(SCc2ccccc2)nc2c1c(=O)[nH]c(=O)n2C	2	105	-1.2	0	6	98	0	4	103
Cc1cccc(C)c1NC(=O)CCCSc1nnc(-c2ccc(F)cc2)n1-c1ccccc1	-17	110	0.7	4	-1	109	11	-6	104
COC(=O)c1c(C(=O)OC)c2cccc3cc(-c4ccccc4)c4ccc1c4n32	33	97	-0.3	6	25	98	5	31*	100
Cc1c(C#N)c(=O)oc2ccc3ccccc3c12	9	97	-3.2	2	9	102	27	3	103
CCOC(=O)C1=C(O)CSC1=Nc1ccccc1	-24	89	-1.6	0	-13	94	10	-14	112
Cc1cc(C)cc(NC(=O)COC(=O)[C@@H](NC(=O)c2ccco2)C(C)C)c1	-6	106	-3.2	0	2	107	9	0	92
O=C(CC(=O)N/N=C/c1c(Cl)cccc1Cl)NCc1cccnc1	1	94	-1.3	1	1	100	-1	-2	101
CC(=O)c1cccc(NC(=O)COc2cc(C)on2)c1	-6	97	.	4	0	98	-12	-1	73
O=C(NCc1ccc(Cl)cc1)C(=O)NCC(c1cccnc1)N1CCN(c2ccc(F)cc2)CC1 (centres undefined)	2	104	0.5	8	-6	106	0	-4	91
Cc1c(C(=O)N2CCN(c3ncccn3)CC2)oc2c(Cl)cccc12	5	97	2.2	0	7	93	4	-5	98
CCOc1ccccc1CNC(=O)c1cc2oc3ccccc3c2n1C	1	91	1.6	0	6	102	19	1	105
CCCC(=O)N(CCN1CCOCC1)c1nc2c(F)cc(F)cc2s1	2	100	-3.3	0	6	105	22	6	93
C[C@H](CO)N1C[C@H](C)[C@@H](CN(C)S(C)(=O)=O)Oc2ccc(NS(=O)(=O)c3ccccc3)cc2C1=O	.	91	.	0	.	94	-9	5	94
CCOCCCNC(=O)c1cc(Sc2ccc(F)cc2)nc2ccccc12	7	98	1.0	0	3	101	24	0	96
Cc1ccc(C(=O)NC(C)c2ccc(-n3ccnc3)cc2)c(C)c1 (centres undefined)	5	100	3.5	3	9	99	-1	-1	98
CC(Oc1ccccc1)C(=O)Nc1nc(-c2ccncc2)cs1 (centres undefined)	9	94	.	0	7	101	2	2	104
CN(CCc1ccccn1)C(=O)CCc1nnc(CCCc2ccccc2)o1	4	82	-0.5	0	7	85	-5	-8	95
Brc1ccc(-c2csc(N3CCC(c4ccccc4)C3)n2)cc1 (centres undefined)	0	.	1.1	0	1	92	34	-6	89
COc1c2ccoc2cc2oc(C)cc(=O)c12	5	97	-0.7	0	2	105	-9	3	91
O=C(NCc1ccccc1)c1cccc2c1C(=O)c1ccc(/C=C/c3ccccc3)cc1S2(=O)=O	.	101	.	10	.	107	-1	-16	114
Cc1ccc(NC(=O)CN(C)C(=O)COc2ncnc3ccc(Br)cc23)cc1	2	97	.	2	-1	93	-13	4	94
Cc1nc(-c2ccccn2)nc(N2CCOCC2)c1Cl	3	102	-5.1	2	1	102	3	4	97
COC(=O)c1c(NC(=O)CCCC(=O)O)sc2c1CCCCC2	7	89	-1.9	0	13	96	20	1	105
CCc1ccc2oc(-c3ccc(N)cc3)nc2c1	1	98	0.7	0	3	85	-5	8	105
O=C1CSC(c2ccncc2)N1Cc1ccccc1 (centres undefined)	4	90	-0.6	6	10	100	0	5	107
Cc1cc(C)nc(SCCC(=O)Nc2ccccc2C)n1	2	102	-0.9	0	5	105	-13	0	102
Cc1cccc(NC(=S)NCc2ccccn2)c1	13	120	-3.1	0	5	100	14	2	106
CCCSc1nc(C)c(CC(=O)OCC)c(=O)[nH]1	-7	90	-0.3	0	-4	.	7	7	105
CN(Cc1ccccc1NCC(=O)Nc1ccccc1C#N)C1CCCCC1	3	98	0.5	0	7	105	3	5	86
CC(=O)Nc1ccc(Nc2nc3ccccc3n3cnnc23)cc1	2	100	5.3	1	1	94	-3	-3	104
OCC[C@H]1C[C@@H](O)[C@H](O)[C@]2(OCCc3ccccc32)O1	9	73	.	0	5	75	-6	3	95
CC(C)c1ccc(/C=C2\C(=N)N3N=C(CC(=O)N4CCCCC4)SC3=NC2=O)cc1	4	103	-0.3	3	2	101	5	-4	114
CC(NC(=S)Nc1ccc(F)cc1)C(c1cccs1)N1CCOCC1 (centres undefined)	12	104	1.0	7	6	104	6	5	116
CCOC(=O)N1CCN(C(=O)c2ccc(S(=O)(=O)Nc3ccccc3)cc2)CC1	.	172*	.	2	.	88	13	1	111
Cn1c(N)c(C(=O)COC(=O)CCCOc2ccc(Cl)cc2Cl)c(=O)n(C)c1=O	-2	97	-2.5	2	6	98	17	2	101

Of the compounds above, three contain an aryl methoxy group.
SMILES	MCL1 BIM primary	CIT2 TOR yeast	MEX-5 binding	GRK2 aptamer HTS	BCLXL inh	AGP1 TOR yeast	VLA-4 inh	GLD-1 RNA inh	Yeast superoxide
COc1ccc2c(c1)[N+](C)(C)C(C)(C)C=C2C	-18	110	0.3	0	-14	103	-27	3	99
COc1ccc(/C=C2\SC(=S)N(CCC(=O)NC3C=CS(=O)(=O)C3)C2=O)cc1 (centres undefined)	4	94	2.3	0	3	88	-3	2	80
COc1c2ccoc2cc2oc(C)cc(=O)c12	5	97	-0.7	0	2	105	-9	3	91

(continued)
SMILES	MCL1 BIM primary	CIT2 TOR yeast	MEX-5 binding	GRK2 aptamer HTS	BCLXL inh	AGP1 TOR yeast	VLA-4 inh	GLD-1 RNA inh	Yeast superoxide
CC(=O)NC1Sc2ccccc2N=C1c1ccccc1 (centres undefined)	11	87	-0.5	1	6	87	15	8	101
O=C(CC(Nc1ccccc1Cl)C(=O)OCC(=O)c1cccs1)c1ccccc1 (centres undefined)	-1	101	-1.3	0	2	96	12	10	104
Fc1ccc(OCc2nn3c(Cn4nnc5ccccc54)nnc3s2)cc1	4	106	-3.5	2	1	105	-4	3	104
CCOc1cccc(C(=O)Nc2nc(-c3ccc(S(=O)(=O)N4CCOCC4)cc3)cs2)c1	-5	102	1.0	0	0	102	-12	2	98
Cc1ccc(S(=O)(=O)N(C)C)cc1NC(=O)COC(=O)CCC(=O)c1cccs1	1	100	-3.4	3	3	99	13	-2	104
Cc1noc(NS(=O)(=O)c2ccc(NC(=O)c3cnc4scc(C)n4c3=O)cc2)c1C	1	90	0.1	1	1	92	10	7	110
CC(=O)c1cc(NC(=O)c2cccc(C(F)(F)F)c2)c(=O)oc1C	5	86	-0.7	0	8	92	3	-7	100
O=C(NC1CC1)C1=C[C@H](C2CC2)C[C@H](OCCCCO)O1	-11	97	2.7	2	-2	104	33	-7	107
Cc1cc(C)c(C)c(N=Nc2nc3ccccc3n2C)c1C	7	88	-0.9	0	4	99	-10	4	94
O=C1c2ccccc2C(=O)N1C/C=C/c1ccccc1	0	92	-1.7	0	-1	98	6	-4	133
COc1ccc(CNC(=O)C(C)NC(=O)c2cc3ccccc3o2)cc1 (centres undefined)	4	111	6.5	0	5	103	-7	1	93
COc1ccc(-c2noc(CNC(=O)CCCN3C(=O)[C@H]4CC=CC[C@H]4C3=O)n2)cc1	-3	113	0.5	0	1	105	-5	-5	79
O=[N+]([O-])c1cccc(/C=N/Nc2nnc(-c3ccccc3)c(-c3ccccc3)n2)c1	6	97	-0.3	0	5	94	5	-3	80
Cc1ccc(NC(=O)Nc2cccc(C)n2)c(C)c1	6	75	0.1	0	4	102	28	10	98
O=C(NCC(=O)N(Cc1ccco1)C(C(=O)NC1CCCC1)c1cccnc1)c1cccs1 (centres undefined)	-4	96	-0.7	2	3	101	-2	3	90
Cc1c(-c2ccccc2)[n+](=O)c(-c2ccco2)c(C)n1[O-]	6	105	-0.4	0	12	108	0	3	94
CC(C)c1ccc(/C=N/N2CCCCC2)cc1	-2	105	0.1	0	6	91	0	-3	108
Clc1ccccc1OCCCCn1ccnc1	1	97	0.2	0	5	101	1	3	130
CCCn1c(N)c(N(CCOC)C(=O)c2ccccc2)c(=O)[nH]c1=O	1	98	1.6	0	1	102	16	2	109
Cc1ccc2c(c1)C(=O)N1[C@H]3c4cc(Cl)ccc4OC[C@@H]3[C@H](c3ccccc3)[C@]1(C)C(=O)N2	.	99	.	3	.	98	-13	2	94
O=C(c1cccc(S(=O)(=O)N2CCCCC2)c1)N1CCN(Cc2ccccc2)CC1	4	119	.	2	1	115	38	5	116
COc1ccc(CN2CCNC(=O)C2CC(=O)N(C)Cc2ccon2)c(OC)c1 (centres undefined)	4	87	0.8	0	7	101	-1	4	102
CC(=O)Nc1ccc(OCCCNC(=O)c2c(-c3ccccc3)noc2C)cc1	7	.	1.4	1	5	.	1	6	88
Cc1cc(C(=O)O/N=C(\N)c2ccc(C(C)(C)C)cc2)no1	-1	110	-0.9	0	-1	87	-33	-1	103
O=C(NC(NC(=S)Nc1ccc(Cl)c(Cl)c1)C(Cl)(Cl)Cl)c1ccco1 (centres undefined)	7	96	-0.9	1	2	115	-1	-2	88
O=C(CSc1nnc(-c2ccncc2)n1-c1ccc(Cl)cc1)NCc1cccs1	2	97	0.5	3	-1	101	-5	0	104
COc1ccc(S(=O)(=O)NC2CCCCC2)cc1-n1cnnn1	0	.	2.7	0	2	97	-1	14	96
Cc1nc(C)c(C(=O)N2CCCC(C(=O)c3cc(F)ccc3F)C2)s1 (centres undefined)	-2	.	-1.7	3	3	89	-4	-5	94
CN1C(=O)/C(=C/c2ccc(OCc3ccccc3F)cc2)NC1=S	-3	101	1.0	2	-1	100	-1	-2	106
COc1ccc(N/C(N)=N/c2nc(CSc3nnc(C)s3)cc(=O)[nH]2)cc1	3	96	1.2	4	2	95	-2	-10	96
COc1ccc(-n2c(SCCC#N)nnc2-c2cc(Cl)ccc2OC)cc1Cl	2	94	2.2	0	1	96	-7	4	95
CC(C)Cn1c(N)c(C(=O)COC(=O)[C@@H]2CCCN2C(=O)c2cccs2)c(=O)n(C)c1=O	1	94	0.2	2	0	103	20	-2	77
O=C(COc1ccc(F)cc1)Nc1c(C(=O)N2CCC(N3CCCCC3)CC2)oc2ccccc12	3	105	.	0	2	108	-2	0	102
C=CCn1c(=O)c2c(C)c(C)sc2n2c(Nc3ccc(OC)cc3)nnc12	9	103	0.7	3	8	105	3	-4	85
O=C(O)CC(SCC(=O)Nc1ccc(Cl)c(S(=O)(=O)N2CCOCC2)c1)C(=O)O (centres undefined)	12	93	-0.1	0	10	101	7	2	105

Screens: PubChem, several laboratories
